WT yeast gro inh = growth inhibition of WT yeast, mitochondrial fusion screen | mitochondrial fusion phenotypic screen, WT strain | inhibition, % at 10 µM | 190,000 tested, 2.1% active | AID 1362; in the data active = inhibition above about 58%; tested in S. cerevisiae
Autophagy mod = autophagy modulation, high-content screen. MEF GFP-LC3 puncta imaging; test concentration mostly 10 µM. calls only at 10 µM (by protocol). 190,000 tested, 0.98% active. AID 463193;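 active = percentage of spot-positive cells more than 3 SD above its plate mean, without a fluorescence outlier flag or 80% toxicity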;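 also: spot-positive cell cutoff set from DMSO-treated cells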
MT stabilize HCS = stabilizes microtubules in HeLa cells | HeLa tubulin immunostaining HCS, 24 h; share of cells brighter than vehicle mean+2SD | % tubulin-high responders, % at 10 µM | 200,000 tested, 0.83% active | AID 2205;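 active = plate Z-score above 3 for both tubulin-high and condensed-nucleus cell shares, with cell loss under 80%, at 10 µM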;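 also: anti alpha tubulin signal scored within the nucleus-defined area of each cell; some results filed as inactive read as strong as hits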
Myeloid diff 2 = myeloid differentiation induction. ER-HoxA9 myeloid progenitors, lysozyme-GFP differentiation, flow cytometry. calls only at 10 µM. 360,000 tested, 1% active. AID 624256;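 active = normalized GFP-positive differentiation at or above the plate's own cutoff, the solvent-only control mean plus 3 SD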;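 also: cells exposed to compound for four days before flow analysis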
West Nile antiviral = inhibition of WNV-induced cytopathic effect – cell-based, CPE readout (AID 1621). West Nile virus-infected cells, CPE inhibition; higher % means a stronger effect. CPE inhibition, % at 10 µM, or IC50 in µM where a hit was titrated. 290,000 tested, 0.02% active; in the data active = a potency from the dose series; also: strong numbers were not always called active
Lipid droplet = hepatic lipid droplet formation modulation; 240,000 tested, 0.4% active; inhibition, % at 6.5 µM; AML12 mouse hepatocytes, oleate lipid droplets, BODIPY imaging;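 active = lipid droplet intensity inhibited by at least 50%, with more than 500 cells counted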
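Assay system: AML12 mouse liver cells | Compound dosing: One dose, 6.5 µM compound | Read-out basis: Droplet intensity reduction, % inhibition | Measured by: Fluorescence imaging, 20x objective, two fields per well | Schedule: Overnight treatment with compound plus oleate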
Ins promoter up = MIN6 insulin promoter up-regulation; MIN6 insulin promoter-GFP reporter, high-content imaging; active compounds read high; z-score at 5 µM; 190,000 tested, 0.3% active; AID 1625;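 active = z-score above 3 at 5 µM with at least 500 cells counted in the well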
T cell modulator = T cell immune modulators affecting CD8 T cell-vesicle binding. 2C CD8+ T cell-vesicle binding, flow cytometry; active compounds read low. calls only at 7 µM. 330,000 tested, 0.068% active. AID 2052;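 active = response, share of CD8 T cells binding vesicles, and their 90th percentile fluorescence all below set limits, cut at about 80% in these data, passing the limit was not always enough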
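Also added: QL9-peptide-loaded Drosophila micro-vesicles bearing Ld, ICAM-1 and B7-1; Test system: purified 2C TCR transgenic mouse naive CD8+ T cells; Measured by: cytometric PE anti-B7-1 and Alexa647 anti-CD8 signals after 1% paraformaldehyde fixation; Timing: binding step 1.5 h, 37 °C, antibody labelling 20 min, ice.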
bCat nuc transl = modulators of beta-catenin nuclear translocation; HeLa beta-catenin nuclear translocation, immunofluorescence imaging; 190,000 tested, 0.3% active; nuclear translocation activity, % at 5 µM; AID 1665;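 active = nuclear translocation activity above 50% at 5 µM, with a well cell count of 50 or more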;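 also: per-cell ratio of nuclear to cytoplasmic median beta-catenin stain intensity; plate controls were DMSO negative control for no effect and GSK-3 inhibitor IX positive control for full effect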
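Read-out: Nuclear/cytoplasmic beta-catenin signal ratio, % activation | Assay system: Human HeLa cell line | Times: 24 h compound exposure at 37°C, 5% CO2 | Signal: Fluorescence imaging of beta-catenin antibody stain plus DAPI | Dosing: 5 µM primary, 0.02–20 µM confirmation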
WT yeast gro inh mutant strain = recorded beside WT yeast gro inh, whose call it bears; inhibition, %; mitochondrial fusion phenotypic screen, mutant strain inhibition
Ins promoter up cell count = further read-out of Ins promoter up, marked with its call; cell count; measured here: cytotoxicity, nuclei count;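 total cells summed across four imaged fields per well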
Lipid droplet cells 6.5 µM = also measured in Lipid droplet; calls as there; cell count; measured here: cell count, cytotoxicity flag;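 cells counted across two imaged fields per well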
bCat nuc transl cell count 5 µM = recorded beside bCat nuc transl, whose call it bears; cell count; measured here: cell count, cytotoxicity flag
T cell modulator vesicle-bound % = second read-out of T cell modulator, no call of its own (marks repeat the call); double positive events, %; measured here: CD8+ vesicle-bound cell fraction;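 binding gate set so that unloaded-vesicle control wells show 10% double positive cells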
MT stabilize HCS Hoechst-high % = recorded beside MT stabilize HCS, whose call it bears; % Hoechst-high responders; measured here: nuclear condensation Hoechst responders;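 share of cells brighter than vehicle mean plus two SD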
MT stabilize HCS cytotoxicity % = further read-out of MT stabilize HCS, marked with its call; toxicity, %; measured here: cytotoxicity by cell density;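 0% = mean cell density of plate MIN control wells and 100% = no cells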
Autophagy mod cell loss 18 h = further read-out of Autophagy mod, marked with its call; toxicity, %; measured here: cell loss, nuclei count;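 cell loss after 18 h compound exposure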
Myeloid diff 2 GFP+ MAC1+ % = further read-out of Myeloid diff 2, marked with its call; GFP+ MAC1+ double positive, %; measured here: differentiation confirmed by MAC1 staining
* hit, by the source's call; i = inactive; · = no result given.

SMILES	WT yeast gro inh	WT yeast gro inh mutant strain	Autophagy mod	Autophagy mod cell loss 18 h	MT stabilize HCS	MT stabilize HCS Hoechst-high %	MT stabilize HCS cytotoxicity %	Myeloid diff 2	Myeloid diff 2 GFP+ MAC1+ %	West Nile antiviral	Lipid droplet	Lipid droplet cells 6.5 µM	Ins promoter up	Ins promoter up cell count	T cell modulator	T cell modulator vesicle-bound %	bCat nuc transl	bCat nuc transl cell count 5 µM
O=C(/C=C/c1ccco1)Nc1ccc(S(=O)(=O)N2CCOCC2)cc1	-0.4	7.8	i	22.5	1.3	1.2	4.9	i	0.1	-0.8%	-6.8	707	·	·	i	40.0	-1.5	1017
CC(CN1CCN(C)CC1)OC(=O)c1cccc(Cl)c1 (stereo unspecified)	·	·	·	·	·	·	·	i	0.8	0.3%	-10.7	694	-0.6	999	i	35.3	0.6	1305
NC(N)=Nc1nc(-c2ccccc2)c2ccccc2n1	-8.0	-13.0	i	5.8	1.4	0.8	2.0	i	0.5	-0.9%	-1.7	736	-0.57	1158	i	23.5	-1.5	1033
Cc1ccc(CNC(=O)CCCn2c(=O)c3ccccc3n(CC(=O)NCc3ccco3)c2=O)cc1	0.1	6.9	i	-3.5	3.4	2.0	6.2	i	1.9	0.4%	11.1	709	·	·	i	49.3	2.3	523
O=C(O)COCC(=O)N1CCN(C(c2ccccc2)c2ccccc2)CC1	·	·	·	·	·	·	·	i	0.8	0.3%	13.6	788	·	·	i	48.7	-0.6	1304
CCn1cc(C(=O)O)c(=O)c2cnc(N3CCN(C(=S)NC(=O)c4ccccc4)CC3)nc21	·	·	·	·	·	·	·	i	0.5	0.2%	12.3	674	·	·	i	31.1	2.0	1256
Cc1nn(C(=O)c2cc([N+](=O)[O-])ccc2Cl)c(C)c1Br	·	·	·	·	·	·	·	i	0.6	0.5%	-1.2	817	·	·	i	57.3	·	·
Cc1nn(-c2ccc(F)cc2)c(C)c1CN1CCN(Cc2ccccc2)C(CCO)C1 (stereo unspecified)	10.3	14.6	i	-11.6	3.9	3.3	7.4	i	0.2	-1.9%	6.7	560	-1.1	1312	i	1.0	2.0	1107
CCCc1nc(SCc2ccccc2Cl)n[nH]1	9.2	8.8	i	-10.1	2.2	0.8	8.1	i	0.2	-0.1%	-6.7	807	0.35	881	i	40.2	·	·
Cc1cc(=O)oc2cc(OC(C)C(=O)NCCCn3ccnc3)ccc12 (stereo unspecified)	·	·	·	·	·	·	·	i	1.4	-0.1%	-10.0	707	·	·	i	10.4	·	·
Cc1oc(CC(C)C)c(CN2CCCC2)c1C(=O)O	21.1	18.0	i	0.4	2.1	2.2	6.8	i	0.5	0.0%	5.1	763	-0.06	1338	i	26.4	-2.1	1276
CCc1sc(NC(=O)CN2CCC(C(N)=O)CC2)nc1-c1ccccc1	·	·	·	·	·	·	·	i	0.1	-0.5%	8.5	805	·	·	i	47.3	·	·
CC(=O)c1[nH]c(C)c(C(C)=O)c1C	25.4	-3.6	i	-1.1	3.1	1.5	4.3	i	0.8	1.2%	·	·	-0.22	1620	i	11.2	0.0	1334
Cn1c(SCc2nc(-c3ccc(Cl)cc3)no2)nnc1-c1cccs1	-3.0	-11.2	i	4.8	3.7	2.2	8.8	i	1.9	-1.6%	17.4	818	·	·	i	15.5	·	·
O=C(O)c1ccc(CSc2nnc(COc3ccccc3)o2)cc1	-1.1	-10.5	i	-34.7	4.8	2.1	6.0	i	0.1	0.3%	0.0	701	·	·	i	45.4	0.7	1030
CN1CCN(c2ccc(Cl)cc2NC(=O)/C=C/c2cccc(F)c2)CC1	16.6	28.0	i	-0.2	7.7	2.8	8.1	i	0.8	-0.1%	-3.3	676	0.71	1083	i	44.0	1.2	1045
COC(=O)/C(C#N)=C/c1cc(C)sc1C	·	·	·	·	·	·	·	i	0.2	0.3%	2.1	740	-0.15	1590	i	49.9	0.0	1129
CC(=O)Nc1nc2c(s1)C(=O)NCCC2	-0.7	6.0	i	1.5	2.0	1.8	11.8	i	0.9	0.6%	-3.2	690	0.17	1443	i	29.1	-0.3	1544
Cc1ccc(C2=[N+]([O-])C(C)N(O)C2(C)C)o1 (stereo unspecified)	-3.6	13.8	i	3.7	0.8	0.8	2.7	i	0.8	-0.1%	9.4	739	-0.38	937	i	52.7	·	·
COc1ccc(/C=N/NC(=O)c2ccc(C)nc2)cc1O	·	·	·	·	·	·	·	i	0.8	0.4%	-2.5	877	·	·	i	15.4	·	·
c1cncc(-c2cccnc2)c1	5.6	-11.4	i	11.3	3.7	3.2	10.4	i	0.3	0.1%	·	·	·	·	i	21.5	·	·
COc1cccc(CNC(=O)c2c[nH]n3c(=O)c(Cl)c(C)nc23)c1	4.1	-9.9	i	1.1	5.9	0.6	13.6	i	0.4	0.1%	-2.5	784	0.2	1173	i	28.5	-0.6	531
CCC12CN(S(=O)(=O)c3ccc(C)cc3)CC(CC)(CN(S(=O)(=O)c3ccc(C)cc3)C1)C2=O	10.0	4.6	i	-35.7	1.9	2.5	8.4	i	8.9	-0.5%	-30.5	708	·	·	i	29.2	-5.2	1141
O=S(=O)(Nc1cccc2c1CCCC2)c1cccc(C(F)(F)F)c1	31.4	-13.9	i	3.3	3.2	1.4	6.0	i	0.2	-0.8%	-13.2	585	-0.51	1337	i	57.9	0.6	1145
C=CCC1(C#N)C(SC)=NC2=C(C(=O)CC(C)(C)C2)C1c1ccc(Br)cc1 (stereo unspecified)	73.8*	24.6*	i	-3.7	2.5	3.2	5.8	i	0.3	3.2%	-9.1	700	·	·	i	21.8	5.2	974
CCc1ccccc1NC(=O)Nc1cccc(F)c1	10.8	16.4	i	18.6	3.7	2.2	6.4	i	0.5	-0.7%	-14.6	703	-0.22	1366	i	55.2	0.1	1429
CC1CCCC(NC(=O)CCNC(=O)c2ccc([N+](=O)[O-])cc2)C1C (stereo unspecified)	·	·	·	·	·	·	·	i	1.0	-0.3%	-4.5	715	·	·	i	54.4	·	·
CCN(CC(=O)N1CCN(C)CC1)S(=O)(=O)c1ccc(Cl)cc1	-12.7	-20.7	i	1.5	3.3	2.3	6.9	i	0.7	0.1%	5.7	747	·	·	i	30.7	·	·
Cc1ccc(/C=C2/Sc3ccc(C(=O)N4CCN(c5ccccn5)CC4)cc3NC2=O)cc1	·	·	·	·	·	·	·	i	0.4	-0.4%	-2.5	726	·	·	i	63.0	·	·
CC(CC(=O)N1CCN(S(=O)(=O)c2ccc(Cl)cc2)CC1)n1cncn1 (stereo unspecified)	·	·	·	·	·	·	·	i	0.2	0.1%	11.3	792	·	·	i	40.8	·	·
CCOc1cc(Br)c(C(=O)O)cc1OC	-27.1	-10.0	i	2.5	2.0	1.6	8.3	i	4.7	0.5%	-3.9	788	·	·	i	61.3	·	·
C[C@H](CCC(=O)O)[C@H]1CC[C@H]2[C@@H]3C(=O)C[C@@H]4CC(=O)CC[C@]4(C)[C@H]3CC(=O)[C@]12C	-5.1	-9.7	i	1.1	3.7	2.2	9.5	i	2.6	-0.3%	-0.1	698	·	·	i	18.6	·	·
Cc1cc(C(=O)N2CCC(Cc3ccccc3)CC2)no1	·	·	·	·	·	·	·	i	1.5	-0.1%	10.2	870	·	·	i	11.4	·	·
CCN1CCN(C(=O)c2ccc(Cl)c(S(=O)(=O)N3CCCCC3)c2)CC1	·	·	·	·	·	·	·	i	1.0	-0.1%	2.3	653	·	·	i	60.9	·	·
COC(=O)c1cc(C)sc1NC(=O)C1CC(=O)NN1Cc1ccccc1 (stereo unspecified)	11.1	15.3	i	41.1	2.6	2.1	6.3	i	0.1	-1.0%	86.3*	651*	-0.42	1473	i	62.2	2.2	1009
CC(=O)N1CCC(O)(c2cccc(C(F)(F)F)c2)CC1	96.2*	6.5*	i	-6.2	1.2	2.2	2.9	i	1.7	0.4%	·	·	0.43	1306	i	38.4	0.4	1095

Just Myeloid diff 2 (2 entries from above):
SMILES	Myeloid diff 2
Cc1ccc(/C=C2/Sc3ccc(C(=O)N4CCN(c5ccccn5)CC4)cc3NC2=O)cc1	i
CC(CC(=O)N1CCN(S(=O)(=O)c2ccc(Cl)cc2)CC1)n1cncn1 (stereo unspecified)	i

Following part.
SMILES	WT yeast gro inh	WT yeast gro inh mutant strain	Autophagy mod	Autophagy mod cell loss 18 h	MT stabilize HCS	MT stabilize HCS Hoechst-high %	MT stabilize HCS cytotoxicity %	Myeloid diff 2	Myeloid diff 2 GFP+ MAC1+ %	West Nile antiviral	Lipid droplet	Lipid droplet cells 6.5 µM	Ins promoter up	Ins promoter up cell count	T cell modulator	T cell modulator vesicle-bound %	bCat nuc transl	bCat nuc transl cell count 5 µM
C/C(=N\NC(=O)c1ccc(Cl)cc1)c1cccc(NC(=O)c2cccnc2)c1	-9.6	-7.1	i	10.3	4.1	2.7	6.8	i	0.9	-0.2%	0.5	780	-0.35	1231	i	46.2	·	·
C=CCn1c(-c2csc(-c3ccccc3)n2)n[nH]c1=S	-8.4	-6.3	i	16.7	0.8	0.9	7.2	i	0.6	-0.2%	5.7	832	1.16	1294	i	20.9	-0.2	1058
COCCC(=O)N1CCC(Oc2ccc(C(=O)NCCC3=CCCCC3)cc2)CC1	·	·	·	·	·	·	·	i	0.0	-0.8%	-13.7	719	·	·	i	44.8	·	·
CCC(Sc1nc(N)cc(=O)[nH]1)C(=O)Nc1cc(C)on1 (stereo unspecified)	-19.5	6.8	i	17.5	1.8	1.4	6.1	i	0.4	0.2%	-2.9	735	·	·	i	68.6	-2.1	1016
Cc1nc(CS(=O)(=O)c2ccccc2)cc(Sc2ccc(Cl)cc2)n1	10.4	4.8	i	-22.8	2.7	2.2	5.3	i	0.6	-0.6%	-9.2	689	-0.29	1910	i	43.7	-1.7	1084
CCOc1ccc(S(=O)(=O)NC(Cc2cnc[nH]2)C(=O)O)cc1 (stereo unspecified)	-2.2	6.0	i	10.5	5.0	2.1	8.3	i	0.4	-0.1%	7.4	661	0.89	1429	i	33.3	-2.8	1145
